Keap1-Nrf2 PPI: inhibitors of human Keap1-Nrf2 protein-protein interaction; Q14145; Keap1 Kelch-Nrf2 peptide fluorescence polarization, 1536-well; inhibition, % at 9.4 µM; 340,000 tested, 0.15% active; AID 504523; in the data active = inhibition above about 12%;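 also: human Keap1 Kelch domain with fluorescein labeled Nrf2 9mer peptide probe; 0% = neutral control wells and 100% = peptide positive control; higher means more block of Keap1 binding to Nrf2 peptide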
Target sequence (Q14145 whole entry, looked up, the tested form may be a part): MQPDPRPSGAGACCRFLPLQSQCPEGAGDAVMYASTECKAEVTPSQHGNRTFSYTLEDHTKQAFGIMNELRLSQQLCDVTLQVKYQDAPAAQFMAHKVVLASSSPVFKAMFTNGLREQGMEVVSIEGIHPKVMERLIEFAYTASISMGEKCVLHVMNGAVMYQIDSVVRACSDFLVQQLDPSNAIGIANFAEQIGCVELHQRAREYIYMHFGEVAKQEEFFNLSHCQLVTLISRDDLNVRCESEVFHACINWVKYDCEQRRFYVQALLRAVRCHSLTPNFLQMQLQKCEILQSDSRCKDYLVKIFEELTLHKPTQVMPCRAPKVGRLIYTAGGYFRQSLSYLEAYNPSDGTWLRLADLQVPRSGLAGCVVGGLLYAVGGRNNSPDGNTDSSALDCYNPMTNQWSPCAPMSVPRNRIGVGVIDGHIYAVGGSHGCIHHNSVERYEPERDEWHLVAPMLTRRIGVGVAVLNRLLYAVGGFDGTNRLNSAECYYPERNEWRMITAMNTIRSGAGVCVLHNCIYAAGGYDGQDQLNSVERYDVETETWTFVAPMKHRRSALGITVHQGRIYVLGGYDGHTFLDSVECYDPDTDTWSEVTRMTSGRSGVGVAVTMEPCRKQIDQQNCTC
PvdQ acylase: blocks Pseudomonas aeruginosa PvdQ acylase activity | inhibition, % at 10 µM | AID 488965 | 340,000 tested, 0.063% active | purified PvdQ acylase, fluorescence plate reader; in the data active = inhibition above about 30%, passing the limit was not always enough;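 also: 0% = vehicle neutral wells and 100% = reference inhibitor wells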
PfHsp90 set2: inhibits growth of yeast expressing Plasmodium falciparum Hsp90 | S. cerevisiae expressing PfHsp90, BacTiter-Glo ATP, 48 h; yeast lacking PDR1 and PDR3 efflux regulators | inhibition, % at 9.4 µM | 310,000 tested, 0.32% active;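 active = every replicate shows inhibition above about 80%, whatever the replicate mean, limit read from the data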;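 also: 0% = DMSO neutral controls and 100% = 20 µM radicicol positive controls; yeast relying on Plasmodium falciparum Hsp90 in place of its own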
dFosB act: activators of mouse delta FosB homodimer. activation, % at 25 µM. 340,000 tested, 0.99% active. purified delta FosB, TAMRA-CDK5 oligo fluorescence polarization; percent of positive-control signal above neutral wells. P13346;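 active = mean activation above about 17%, with every replicate also reaching it, limit read from the data, passing the limit was not always enough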;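 also: fluorescence polarization rise as delta FosB binds a TAMRA Cdk5 AP-1 oligo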
SUMO Mot1 rescue: inhibitors of SUMOylation pathway: yeast Mot1-301 growth rescue; S. cerevisiae Mot1-301 growth rescue, ATP luminescence, 38.5C; percent above DMSO median, 100 means doubled; growth rescue, % at 18.8 µM; 320,000 tested, 1% active; AID 2716;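 active = every valid replicate shows activation above 250% relative to neutral control wells; inactive = the rest, any valid replicate at or below 250%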;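 also: OY570 slx delta 5 strain wells were the positive control but not used for scaling; some compounds called inactive have numbers as strong as hits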
Cardiac RTF inh: cardiac RTF calcium desensitization. IANBD-labeled cardiac RTF, Ca2+ fluorescence. inhibition, % at 7.15 µM. P19429+P45379. 340,000 tested, 0.12% active;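 active = inhibition above the mean inhibition of all tested compounds plus 3 SD, cut at about 17% in these data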;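 also: assay run at fixed EC70 calcium of 1.6 mM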
cardiac RTF act: increases calcium sensitivity of human cardiac regulated thin filaments | P19429+P45379 | IANBD-labeled TnC RTF fluorescence at EC20 calcium; 0% EC20 calcium, 100% full calcium | activation, % at 7.2 µM | 340,000 tested, 0.24% active;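 active = activation above the mean over all tested compounds plus 3 SD, cut at about 30% in these data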;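 also: rise in fluorescence read as greater calcium sensitivity of cardiac thin filaments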
CDK5 inh: blocks human CDK5/p35 kinase activity. 330,000 tested, 0.01% active. Recombinant CDK5/p35, ADP-Glo luminescence, 60 min. inhibition, % at 10 µM. AID 488839;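 active = highest replicate inhibition of at least 50% and at least 75% of replicates reaching 50%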;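 also: plate controls were DMSO neutral control for no effect and GW8510 at 10 µM for full effect; many of its hits are not listed in these tables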
NSD2 HMT inh: blocks human histone methyltransferase NSD2 | inhibition, % at 12.5 µM | O96028 | NSD2 peptide methylation, AlphaScreen, 120 min | 310,000 tested, 0.54% active; in the data active = inhibition above about 50%
Rtt109 HAT inh: C. albicans Rtt109 histone acetyltransferase inhibition | purified Rtt109/Vps75, ThioGlo CoA-SH fluorescence, 4 h | 330,000 tested, 0.16% active | AID 540336 | Q5AAJ8 | inhibition, % at 34.9 µM;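 active = inhibition of at least 50% in every replicate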
Target sequence (Q5AAJ8 whole entry, looked up): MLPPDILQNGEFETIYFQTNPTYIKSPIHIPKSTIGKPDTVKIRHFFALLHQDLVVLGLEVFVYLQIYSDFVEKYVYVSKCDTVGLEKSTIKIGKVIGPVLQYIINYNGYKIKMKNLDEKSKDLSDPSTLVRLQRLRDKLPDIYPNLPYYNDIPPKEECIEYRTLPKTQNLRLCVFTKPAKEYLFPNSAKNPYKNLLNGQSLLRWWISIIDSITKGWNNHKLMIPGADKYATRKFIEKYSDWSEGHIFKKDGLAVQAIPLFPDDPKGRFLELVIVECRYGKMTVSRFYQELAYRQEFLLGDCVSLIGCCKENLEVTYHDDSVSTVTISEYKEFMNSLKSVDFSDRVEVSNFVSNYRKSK
C-LANA FP: inhibitors of KSHV LANA C-terminal domain DNA binding | MBP-C-LANA/FAM-LBS DNA binding, fluorescence polarization | inhibition, % at 9 µM | 340,000 tested, 0.078% active | AID 504423;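 active = highest replicate inhibition at or above 60% at 9 µM, even if other replicates fall short; inactive = all replicates below 60% inhibition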;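 also: 0% = neutral control wells and 100% = 4 µM acridine orange control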
An asterisk follows results filed as active; . = not tested or not shown; + = active, no number.

SMILES	Keap1-Nrf2 PPI	PvdQ acylase	PfHsp90 set2	dFosB act	SUMO Mot1 rescue	Cardiac RTF inh	cardiac RTF act	CDK5 inh	NSD2 HMT inh	Rtt109 HAT inh	C-LANA FP
Cc1cc(C(=O)N/N=C/c2c[nH]c3ccccc23)cs1	-5.4	11.9	7.0	-3.7	-10.0	3.9	10.1	-1.9	10.3	4.0	-1.4
N#CC/C(N)=N/NC(=O)CCCNc1ncc(C(F)(F)F)cc1Cl	-1.4	-4.0	9.0	-7.3	53.2	-1.7	2.1	-4.0	7.3	1.6	-0.3
C#CCC(NC(=O)c1ccc(C(F)(F)F)cc1)C(=O)NCCC (configuration not stated)	-4.3	6.8	3.8	-0.4	-3.4	-5.8	-3.1	0.0	.	5.3	0.8
COc1cc(C(=O)OC2CCN(C)CC2)cc(OC)c1OC	-1.0	2.1	10.5	-4.1	-17.6	2.5	-2.8	0.6	0.8	-1.6	0.9
COc1ccc(N(CC(=O)Nc2ccccc2C(=O)NCC(C)C)S(C)(=O)=O)cc1	-4.0	-8.9	31.9	-3.7	34.3	-5.3	15.6	-1.3	-0.9	-3.7	-1.0
CCOc1ccccc1/C=c1\sc2nc(-c3ccco3)nn2c1=O	1.4	-15.1	49.4	-12.4	-20.5	-7.6	2.5	-0.2	0.2	-11.2	7.0
O=C(CCN1CCOCC1)N1c2ccccc2Sc2ccc(Cl)cc21	-0.5	-14.1	-4.9	0.0	-4.3	-4.6	-4.3	0.0	0.3	0.0	0.0
Cc1nn(CCCC(=O)NCCc2ccccc2)c(=O)c2nccn12	-4.1	-12.4	-21.4	6.0	-18.1	-5.6	-3.9	-2.4	.	-12.3	1.7
Cc1cccc(N2CC(C(=O)OCC(=O)c3c(N)n(CC(C)C)c(=O)n(C)c3=O)CC2=O)c1C (configuration not stated)	-1.3	-2.7	-0.4	-15.1	.	3.8	-6.8	0.4	-0.9	-6.0	-1.4
CCN(CC(=O)Nc1ccc(OC)cc1)C(=O)CSCC(=O)Nc1cc(C)on1	1.1	9.1	.	-6.1	3.7	1.5	-0.8	-2.0	-1.3	15.2	2.1
Cc1ccc(CN2CC(C(=O)N3CCN(S(=O)(=O)c4ccccc4)CC3)CC2=O)cc1 (configuration not stated)	-4.1	-11.4	.	3.0	.	-9.9	-0.5	-2.2	-2.1	-4.0	0.7
CCC(C(=O)NC1CCCCC1)n1c(SCc2cccc(F)c2)nc2ccncc21 (configuration not stated)	0.8	4.8	-25.6	-15.7	10.1	-1.5	7.5	0.2	.	-2.1	-0.3
Cc1cc(C)n(-c2ccc(C(=O)Nc3cc(C(F)(F)F)ccc3N3CCOCC3)cc2)n1	-2.3	2.2	10.5	-3.4	3.7	-3.7	-8.8	3.4	-3.0	-12.1	-3.0
O=C(CSc1cccc[n+]1[O-])NCC1CCCCC1	-4.6	7.5	-10.3	-18.3	17.1	-3.0	7.0	0.0	-2.5	6.8	1.2
CC(C)COP(=O)(c1ccc(N(C)C)cc1)C(O)c1ccccc1 (configuration not stated)	3.7	-16.0	-23.4	-1.2	-19.5	-8.2	7.1	0.3	0.1	8.7	1.8
O=C(c1ccc2c(=O)n(-c3ccccc3)c(=O)[nH]c2c1)N1CCN(c2ccc(F)cc2)CC1	-5.0	-7.8	.	-8.8	55.2	0.0	-0.7	-2.8	10.9	2.5	-0.7
COc1ccc(CCNC(=O)C2CC(c3ccccc3F)=NO2)cc1 (configuration not stated)	5.2	-7.4	20.6	-1.5	22.1	-2.8	1.6	-0.3	.	0.2	2.6
CCOc1c(Br)cc(CNc2ccc3c(c2)OCCO3)cc1OC	-1.9	-13.4	12.6	-11.5	309.6	-15.8	5.3	-0.3	3.6	-5.4	-0.2
CCOC(=O)CSc1snnc1C	-1.2	0.8	.	4.5	328.9	1.1	-1.2	-2.0	-0.7	.	0.5
COc1ccc(N(C(=O)c2ccco2)S(=O)(=O)c2cc(OC)ccc2OC)cc1	-3.4	-12.8	-4.4	-1.7	-18.6	0.6	-0.1	0.5	-0.7	4.5	-1.3
CCCN(CC(=O)Nc1ccc(F)c(F)c1F)CC(=O)Nc1c(Cl)cccc1Cl	-0.9	6.1	9.5	-9.9	-4.3	6.8	3.3	0.2	0.0	5.7	0.1
CCC(=O)Nc1ccc(N2CCCCC2)c(C(=O)Nc2ccc(OC)cc2)c1	-0.6	-9.3	6.7	-26.5	-12.3	-6.9	0.3	1.8	-2.6	10.4	1.0
CCOC(=O)CSc1nc2ccccc2c(=O)n1NC(=O)c1ccccc1	-3.9	4.3	.	-6.1	-4.6	5.0	1.7	0.6	.	12.8	-0.7
COc1ccccc1Nc1c2ccccc2nc2ccccc12	-1.1	-4.6	23.5	37.3*	2.0	-2.7	2.7	0.0	14.0	-2.3	0.2
O=C(c1ccccn1)N(CC1CCCO1)C1(C(=O)NC2CCCCC2)CCCCC1 (configuration not stated)	-4.9	-13.3	2.3	-9.6	-2.3	2.5	4.0	-2.8	-0.8	-0.1	-0.4
COc1ccc2nc(NC(=O)[C@@H]3CCCN3C(=O)c3cccs3)sc2c1	-4.5	-9.9	-15.6	2.4	-14.7	-3.1	-2.9	-0.1	-2.7	-0.9	2.6
COCc1cc(CNC(=O)C2CCC(=O)N(Cc3ccccc3F)C2)[nH]n1 (configuration not stated)	4.1	2.2	12.5	2.0	-19.9	-0.6	-2.9	-0.2	-1.1	2.2	0.1
O=c1oc(-c2ccccc2)nc2c1C1(CCCCC1)Cc1ccccc1-2	-3.8	13.5	-10.4	-0.3	3.3	-2.9	3.4	-0.4	4.6	-8.2	-0.5
O=C(COc1ccccc1-c1ccccc1)NCCN1C(=O)S/C(=C\c2cccnc2)C1=O	0.5	11.8	-27.7	-9.4	-5.0	5.3	-0.6	-1.0	31.5	20.8	1.2
COc1ccc(CCNC(=O)c2c(O)c3c([nH]c2=O)CCCC3)cc1	2.0	-2.9	-4.4	-2.1	60.2	-6.1	-0.6	0.4	0.7	-5.3	1.5
CC1Cc2ccccc2N1C(=O)CN1C(=O)NC2(CCCCC2)C1=O (configuration not stated)	0.3	-13.8	.	0.8	-3.6	-4.9	2.2	0.5	0.1	0.9	-0.2
Cn1c(NCc2ccco2)nc2c1c(=O)n(Cc1ccc(Cl)cc1)c(=O)n2C	-0.1	12.2	-1.0	-13.8	+	4.5	0.8	-0.7	0.3	8.7	0.8
COc1ccc2nc(NCCNC(=S)NCCCN3CCOCC3)c(C#N)cc2c1	2.4	-12.1	-13.0	7.0	244.8	-5.3	1.6	-2.5	-3.8	-397.4	0.8
CCOc1cc(C(=O)NC(=S)Nc2ccc(Cl)c(C(=O)O)c2)cc(OCC)c1OCC	-4.1	-6.7	-23.2	-12.5	6.9	8.6	2.6	-5.4	3.2	5.0	-1.7
CCOC(=O)C1C(=O)NC(N2CCN(c3ccccc3)CC2)=NC1c1ccco1 (configuration not stated)	3.2	-6.7	5.4	6.9	697.8	-0.9	0.8	0.7	1.0	-1.3	1.9
CCCCCC[n+]1c(-c2ccccc2)csc1Nc1ccccc1	-0.5	-15.9	27.7	-3.1	4.4	-2.5	0.2	0.4	-1.5	0.3	-1.0
CS(=O)(=O)C1=NSC2=NC(=O)/C(=C\c3ccc(OS(=O)(=O)c4ccccc4)cc3)C(=N)N21	-2.3	6.4	-10.3	4.2	399.1*	-17.2	-1.2	-0.1	17.1	10.2	0.7
Oc1ccccc1N1CCN(c2ccc3ccccc3n2)CC1	1.5	-20.8	0.5	-7.7	-1.8	-11.0	3.6	0.8	-8.3	0.0	-1.2
NS(=O)(=O)c1c(Sc2ccccc2C(=O)O)ccc2ccccc12	-3.6	-2.1	5.0	0.4	-11.1	2.2	-2.2	-0.2	7.1	4.4	0.9
O=C(Cc1ccc(Br)cc1)Nc1ncc([N+](=O)[O-])s1	-0.5	9.2	-14.3	-5.2	23.3	0.6	-1.6	6.0	50.2*	5.8	-3.1
COC(=O)C1CC(C(=O)OC)C2C(C(=O)OC)CC(C(=O)OC)C12 (configuration not stated)	2.1	-2.6	.	5.2	.	7.4	-0.3	-0.5	-2.0	0.3	0.6
CN(C(=O)COC(=O)/C=C/c1cccs1)c1c(N)n(Cc2ccccc2)c(=O)[nH]c1=O	-1.1	19.0	-7.8	-4.0	7.0	-1.6	-4.8	-0.6	-1.4	6.3	-2.4
O=C(COc1ccc2ccccc2c1)N1CCN(C(=O)c2ccco2)CC1	5.2	4.2	-8.1	-4.4	-7.3	-12.8	2.2	0.0	0.0	16.1	-0.8
CNc1ccccc1C(C)(C)c1cc(-c2cc(C)cc(C)c2)no1	-7.3	-4.2	33.7	-4.8	-7.2	2.4	5.5	0.2	-0.8	5.1	-1.0
CCOC(=O)Cc1csc(SCC(=O)NC2CCC(C)CC2)n1 (configuration not stated)	4.1	12.4	5.1	-5.2	87.6	-24.2	-4.3	4.4	6.9	8.9	-2.8

Rewritten as labelled records: entries from further up
Cn1c(NCc2ccco2)nc2c1c(=O)n(Cc1ccc(Cl)cc1)c(=O)n2C
- Keap1-Nrf2 PPI: -0.1
- PvdQ acylase: 12.2
- PfHsp90 set2: -1.0
- dFosB act: -13.8
- SUMO Mot1 rescue: +
- Cardiac RTF inh: 4.5
- cardiac RTF act: 0.8
- CDK5 inh: -0.7
- NSD2 HMT inh: 0.3
- Rtt109 HAT inh: 8.7
- C-LANA FP: 0.8

CCOC(=O)Cc1csc(SCC(=O)NC2CCC(C)CC2)n1 (configuration not stated)
- Keap1-Nrf2 PPI: 4.1
- PvdQ acylase: 12.4
- PfHsp90 set2: 5.1
- dFosB act: -5.2
- SUMO Mot1 rescue: 87.6
- Cardiac RTF inh: -24.2
- cardiac RTF act: -4.3
- CDK5 inh: 4.4
- NSD2 HMT inh: 6.9
- Rtt109 HAT inh: 8.9
- C-LANA FP: -2.8

New compounds follow
SMILES	Keap1-Nrf2 PPI	PvdQ acylase	PfHsp90 set2	dFosB act	SUMO Mot1 rescue	Cardiac RTF inh	cardiac RTF act	CDK5 inh	NSD2 HMT inh	Rtt109 HAT inh	C-LANA FP
O=C(C1Cc2ccccc2CN1S(=O)(=O)c1cccs1)N1CCCCCC1 (configuration not stated)	1.3	-16.1	-5.3	-8.6	-17.3	0.6	3.0	-1.2	-2.8	2.5	-1.2
Cc1onc(-c2c(F)cccc2Cl)c1C(=O)OCC(=O)NC(N)=O	4.3	-0.9	1.8	10.6	20.2	-18.5	-5.2	-2.2	-2.2	-0.6	-5.1
Cc1cc(C(=O)N2CCC(C(F)(F)F)n3nccc32)on1 (configuration not stated)	-3.9	-8.4	-51.2	-7.5	-2.7	-9.1	-2.0	2.0	9.6	2.2	-1.5
CCOC(=O)c1ccc(NC(=O)CN2C(=O)CNC2=O)cc1	0.6	-0.8	11.1	-9.4	-12.5	-7.3	-1.4	2.3	-8.1	12.6	-0.8
CSc1ccc(Cl)c(C(=O)OCC(=O)NC2CC2)c1	4.7	-10.1	5.8	-0.4	0.8	-4.1	3.2	0.4	0.3	-6.5	0.3
CCc1sc(-c2ccccc2)nc1C(=O)OC	1.0	6.9	16.5	-5.4	-0.6	-6.0	3.2	0.1	-2.8	-6.6	3.1
CCC1(CC)Cc2ccccc2-c2nc(NCCCO)[nH]c(=O)c21	0.0	-7.6	1.9	-6.4	0.9	8.0	4.7	0.5	-5.1	-4.3	0.0
